CASP6 VEID inh = blocks human caspase-6 cleavage activity. purified caspase-6, Z-VEID-R110 cleavage fluorescence. inhibition, % at 12.5 µM. hit rate 0.53% among 350,000. AID 686996;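 active means mean inhibition across replicates at least about 35%, with every replicate also reaching that limit, limit read from the data; inconclusive means only one of the two criteria met; inactive means neither criterion met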;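 further: 0% = median of neutral control wells and 100% = no fluorescence left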
Target sequence (P55212 24-179 limits assumed): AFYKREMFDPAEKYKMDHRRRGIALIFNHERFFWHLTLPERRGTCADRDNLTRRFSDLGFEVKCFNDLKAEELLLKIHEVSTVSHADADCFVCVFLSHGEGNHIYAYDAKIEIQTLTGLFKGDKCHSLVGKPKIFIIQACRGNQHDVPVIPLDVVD
Target sequence (P55212 194-293 limits assumed): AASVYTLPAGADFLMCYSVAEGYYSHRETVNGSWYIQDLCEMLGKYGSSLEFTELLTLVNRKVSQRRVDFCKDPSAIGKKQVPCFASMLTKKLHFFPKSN
FN deposit inh = fibronectin deposition inhibition | hit rate 0.086% among 350,000 | AH1F fibroblasts, Alexa488-fibronectin deposition fluorescence, overnight | AID 743247 | inhibition, % at 12.6 µM;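 active means mean inhibition across replicates of 30% or more, regardless of how many single replicates reach that level; inconclusive means mean under 30% yet at least half of replicates reach 30%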;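 further: positive control wells lacked labelled fibronectin entirely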
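Material: AH1F fibroblast monolayer depositing Alexa488-labelled fibronectin into matrix | Input: 10000 AH1F cells/well | Medium: DMEM plus 2% serum, read in PBS | Reagent: Alexa488-fibronectin, 24 nM final in well | Compound dosing: One dose per compound, pinned | Schedule: 1 h adhesion, overnight exposure | Measured by: Fluorescence at 485 nm excitation, 525 nm emission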
SIRT5 block = inhibitors of human sirtuin-5 desuccinylase. AID 652115. inhibition, % at 15 µM. hit rate 1.1% among 330,000. Purified SirT5, succinyl-peptide AMC, trypsin-coupled fluorescence; in the data active means inhibition above about 15%; inconclusive means no clear call, values can overlap the other calls
Target sequence (Q9NXA8 whole entry, looked up): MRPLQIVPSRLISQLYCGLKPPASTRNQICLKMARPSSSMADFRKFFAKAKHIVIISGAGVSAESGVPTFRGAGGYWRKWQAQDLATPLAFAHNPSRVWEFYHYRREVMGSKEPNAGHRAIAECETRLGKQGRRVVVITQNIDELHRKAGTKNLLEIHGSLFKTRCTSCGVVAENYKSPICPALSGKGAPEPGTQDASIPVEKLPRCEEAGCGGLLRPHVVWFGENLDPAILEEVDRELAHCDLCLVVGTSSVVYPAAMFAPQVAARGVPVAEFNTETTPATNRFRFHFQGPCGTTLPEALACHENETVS
S100A4 MyoIIA = blocks human S100A4 binding to myosin IIA peptide | inhibition, % at 10.7 µM | hit rate 0.14% among 360,000 | S100A4/TAMRA-MyoIIA peptide fluorescence polarization;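 active means mean inhibition of at least 70% across replicates, with every replicate also reaching that level; inconclusive means mean inhibition reaches 70% but some replicates fall short; inactive means mean inhibition below 70%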
Target sequence (P26447 whole entry, looked up): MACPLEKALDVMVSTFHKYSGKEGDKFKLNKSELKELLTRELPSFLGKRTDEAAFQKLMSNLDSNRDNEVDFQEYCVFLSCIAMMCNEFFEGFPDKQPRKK
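Material: human S100A4 monomer with TAMRA-labelled myosin IIA peptide; buffer or medium: HEPES pH 7.2 with CaCl2, KCl, NaCl, DTT, Triton; compound dosing: one concentration per compound; schedule: 5 min incubation before reading; benchmarks: neutral control DMSO, positive control TFP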
Statin myotox sup = suppression of simvastatin myotoxicity. C2C12 myotubes + simvastatin, ATP luminescence, 48 h; scaled: DMSO 0, geranylgeraniol control 100. rescue of ATP level, % at 7.49 µM. hit rate 0.78% among 330,000. AID 602340;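 active means mean ATP rescue above about 67%, or every replicate alone reaching that limit, limit read from the data, passing the limit was not always enough; inconclusive means no clear call, values can overlap the other calls; inactive means mean under the limit and some replicate under it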;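 further: myotubes were challenged with 10 µM simvastatin during compound exposure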
esBAF inh = inhibitors of esBAF chromatin remodeling in mouse ES cells. Bmi1-luciferase knock-in reporter, 24 h; 100% = twice the neutral-well signal. reporter increase, % at 12.5 µM. hit rate 2% among 350,000; in the data active means activation above about 40%; inconclusive means no clear call, values can overlap the other calls;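 further: 0% = median of the plate's neutral control wells and 100% = double that signal; a rise in the Bmi1 reporter signal indicates esBAF inhibition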
LGR2 antag = blocks bursicon-induced cAMP signaling via Drosophila LGR2; inhibition, % at 9.99 µM; hit rate 0.35% among 380,000; AID 720647; HEK293 LGR2, CRE-luciferase, bursicon-stimulated, 4 h;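 active means drop in luminescence signal, shown as inhibition above about 50% in the replicate tests, limit read from the data, passing the limit was not always enough; inconclusive means probably only some replicates passing the limit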;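 further: agonist challenge used bursicon conditioned medium at about half maximal strength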
The depositor's hits bear a star; ? = inconclusive; . = no result given; & = joins results of further samples. A portion of the library (hit frequency here may not be typical).

SMILES | CASP6 VEID inh | FN deposit inh | SIRT5 block | S100A4 MyoIIA | Statin myotox sup | esBAF inh | LGR2 antag
C=CCOc1ccccc1CN1CCC(Oc2ccc(C(=O)N3CCCC3)cc2)CC1 | -5 | -5 | 3 | -1 | 4 | -2 | -4
O=c1[nH]cnc2sc3c(c12)CCCCC3 | 2 | -2 | -3 | -2 | -2 | 3 | 10
Cc1ccc2oc(=O)c3cnn(CC(=O)NC4CCCCC4C)c3c2c1 (stereo not given) | 0 | -7 | . | -1 | 9 | -24 | 3
COC(=O)[C@H](CC(C)C)NC(=O)N1CCCCC1C (stereo not given in full) | 0 | -11 | -6 | 3 | . | . | -9
Cc1ccc(N(C)C(=O)C2CCN(S(=O)(=O)c3ccc4c(c3)oc(=O)n4C)CC2)cc1 | 5 | 1 | . | 0 | 9 | 3 | -5
COC(=O)C[C@H]1C=C[C@@H](NC(=O)c2ccccc2)[C@H](CO)O1 | -1 | . | -1 | -4 | -6 | -2 | -15
CCn1c(SCC(=O)Nc2ccc3c(c2)oc2ccccc23)nnc1-c1ccc(N)cc1 | . | -7 | . | . | 5 | 38 | .
Cn1c(SCC(=O)Nc2nccs2)nnc1C1CC1 | -3 | 0 | 1 | -2 | -6 | -4 | -1
C[C@H](CO)N1C[C@H](C)[C@H](CN(C)S(=O)(=O)c2ccccc2)Oc2ncc(C#CCN(C)C)cc2C1=O | 4&5 | -5 | 14&11 | 1&-6 | 6&0 | -3&2 | 4
COc1ccc(CC(=O)Nc2ccc(-c3nnc(-c4ccccc4)o3)cc2)cc1OC | -1 | . | -3 | -3 | 11 | 11 | 2
CN1CCN(C(=O)Nc2ccc3c(c2)N(C)C(=O)c2ccccc2S3)CC1 | 0 | 4 | -4 | -7 | . | . | -51
CSCC[C@H](NC(=O)c1ccc2c(c1)OCO2)c1nnc2ccccn12 | 0 | -1 | -1 | 2 | 2 | 3 | 2
O=C1ON=C(c2ccccc2)/C1=C\c1ccco1 | 36* | 8 | 9 | -13 | -2 | -2 | .
O=C(NCc1cccs1)c1ccc(Cl)c(S(=O)(=O)N2CCCC2)c1 | . | 2 | 1 | -1 | 4 | 1 | 2
Cc1cn2c(=O)c(C(=O)N3CCN(c4ccccc4)CC3)cnc2s1 | -3 | -4 | 1 | -2 | 2 | 5 | 2
CCOC(=O)[C@]12CCC=C1N(Cc1ccc(Cl)cc1Cl)C(=O)[C@H](CC(=O)NCc1cccs1)C2 | -1 | -3 | -3 | 0 | . | . | -8
CCN(CC)S(=O)(=O)c1cc(C(=O)Nc2nncs2)c(Cl)cc1Cl | . | 10 | . | . | -5 | 1 | .
O=C(O)C1C2C=CC(C2)C1C(=O)NCCc1ccncc1 (stereo not given) | . | 0 | . | . | 2 | -6 | .
C[C@@H]1CN([C@H](C)CO)C(=O)c2ccccc2-c2ccccc2CO[C@@H]1CN(C)C(=O)Cc1ccccc1 | 3 | -3 | 3 | 7 | -10 | -8 | 8
Cc1cc([N+](=O)[O-])nn1CCCC(=O)Nc1cccc(Cl)c1Cl | 4 | 1 | 4 | -1 | -1 | -3 | -4

A draw from above in order of length of the SMILES, ascending.
SMILES | CASP6 VEID inh | FN deposit inh | SIRT5 block | S100A4 MyoIIA | Statin myotox sup | esBAF inh | LGR2 antag
Cn1c(SCC(=O)Nc2nccs2)nnc1C1CC1 | -3 | 0 | 1 | -2 | -6 | -4 | -1
Cc1ccc2oc(=O)c3cnn(CC(=O)NC4CCCCC4C)c3c2c1 (stereo not given) | 0 | -7 | . | -1 | 9 | -24 | 3
O=C(NCc1cccs1)c1ccc(Cl)c(S(=O)(=O)N2CCCC2)c1 | . | 2 | 1 | -1 | 4 | 1 | 2
CSCC[C@H](NC(=O)c1ccc2c(c1)OCO2)c1nnc2ccccn12 | 0 | -1 | -1 | 2 | 2 | 3 | 2
C[C@H](CO)N1C[C@H](C)[C@H](CN(C)S(=O)(=O)c2ccccc2)Oc2ncc(C#CCN(C)C)cc2C1=O | 4&5 | -5 | 14&11 | 1&-6 | 6&0 | -3&2 | 4

Other results follow:
SMILES | CASP6 VEID inh | FN deposit inh | SIRT5 block | S100A4 MyoIIA | Statin myotox sup | esBAF inh | LGR2 antag
CCOc1ccc(C(=O)OCC(=O)NCCNC(=O)COC(=O)c2ccc(OCC)cc2)cc1 | -4 | 6 | 0 | 2 | 3 | -3 | 3
C[C@H]1CN([C@@H](C)CO)C(=O)c2cccc(NS(=O)(=O)c3cn(C)cn3)c2O[C@H]1CN(C)Cc1ccccc1 | -2 | . | -1 | 5 | 0 | -5 | 11
CCOc1cc(C(N)=O)cc(Cl)c1OCc1ccccc1 | -3 | 7 | 0 | -15 | 3 | 6 | -2
COc1ccc(CCN(C(=O)C(F)(F)F)C(C(=O)NC2CCCCC2)c2cccs2)cc1 (stereo not given) | -1 | -3 | -1 | 4 | . | . | 0
Cc1ccc(S(=O)(=O)N2CCN(S(=O)(=O)c3ccccc3)C2)cc1 | . | . | . | . | 10 | -4 | 13
C[C@@H]1CN([C@@H](C)CO)S(=O)(=O)c2ccc(C#CC3CC3)cc2O[C@H]1CN(C)Cc1ccccc1F | 0 | -23 | 11 | 5 | -35 | 1 | -1
CCOc1ccccc1-n1nnnc1SCC(=O)NC(=O)Cc1ccccc1 | -1 | 4 | -4 | -3 | 12 | 1 | 14
COc1ccc(C(=O)OCC(=O)c2ccc(Br)s2)c(OC)c1 | 2 | -3 | -4 | 8 | . | . | -15
COc1ccc(NC(=O)Nc2cccc3c2O[C@@H](CN(C)Cc2ccncc2)[C@H](C)CN([C@@H](C)CO)C3=O)cc1 | 5 | . | -5 | 7 | -3 | 7 | -4
CCN(C(=O)COc1nc(C)cc(C)c1C#N)c1ccccc1 | 1 | 2 | -2 | 0 | 7 | -4 | 2
Cc1cc2oc(=O)cc(CN3CCCC3)c2cc1C | -3 | 1 | 0 | -5 | -4 | -2 | 1
C[C@@H](O)C#Cc1ccc([C@@H]2[C@H](CO)N3CCCCN(C(=O)c4ccc5c(c4)OCO5)C[C@@H]23)cc1 | -4 | -12 | 1 | -4 | -5 | 5 | -13
C[C@H]1CN([C@@H](C)CO)C(=O)c2cccc(NC(=O)Nc3ccccc3)c2O[C@@H]1CN(C)Cc1ccc(Oc2ccccc2)cc1 | -2 | . | 10 | 4 | 18 | -2 | .
CC[C@@]1(O)C(=O)OCc2c1cc1n(c2=O)Cc2cc3c(CN(C)C)c(O)ccc3nc2-1 | -28 | -12 | 4 | 0 | -4 | -46 | 97*
CCN1CCN(C(=O)CN(C)S(=O)(=O)c2ccc3ccccc3c2)CC1 | 5 | 7 | -4 | -5 | 4 | 0 | .
Cc1ccccc1NC(NC(=O)c1cccs1)C(Cl)(Cl)Cl (stereo not given) | . | . | . | . | 9 | -4 | 17
Cc1ccc(S(=O)(=O)NC(=O)Nc2ncc3c(n2)CC(c2ccco2)CC3=O)cc1 (stereo not given) | -3 | 4 | -2 | -2 | . | . | .
Cn1cc(Br)c(-c2cccc(NC(=O)CCCC(=O)O)c2)n1 | 7 | 4 | -2 | -6 | . | . | .
CCOC(=O)c1c(CN2CCCCC2)n(C)c2cc(Br)c(O)cc12 | . | -4 | . | . | -18 | -4 | .
COc1cc(OC)cc(-c2nc(-c3ccccc3OC)no2)c1 | . | 11 | . | . | 19 | 1 | .
COc1cc(/C=C2\C(=N)N3N=CSC3=NC2=O)ccc1OS(=O)(=O)c1ccccc1[N+](=O)[O-] | 3 | 15 | 3 | 2 | 3 | 12 | -5
CC1(C(=O)NS(=O)(=O)c2ccc(Cl)s2)CCN1C(=O)C1(c2ccc(Cl)cc2)CCC1 (stereo not given) | 1 | 0 | -5 | 8 | -8 | 0 | 0
CCCc1cn(CC[C@H]2CC[C@H](NC(=O)Nc3ccccc3F)[C@@H](CO)O2)nn1 | 1 | -9 | 2 | 44 | -1 | -3 | -1
N#CCOc1ccccc1CNC[C@H]1O[C@@H](n2cnc3c(=O)[nH]c(N)nc32)[C@H](O)[C@@H]1O | 2 | 1 | -5 | -22 | -8 | -8 | .
COc1ccc(C#Cc2ccc3c(c2)[C@@H]2[C@@H](CCN2C(=O)C2CCCCC2)[C@@H](CO)N3)cc1 | . | -4 | . | . | 30 | -1 | -9
O=C(NC1CCCCC1)C(CCc1ccccc1)N1CCOCC1 (stereo not given) | -1 | 7 | 3 | -1 | -2 | -3 | -19
O=C(Cc1n[nH]c(=O)[nH]c1=O)N/N=C/c1ccccc1O | -13 | 4 | . | -2 | 9 | -2 | -1
CCC(=O)Oc1ccc2c(C)cc(=O)oc2c1C(=O)CC | 13 | 2 | . | -8 | . | . | -10
CCOC(=O)c1c(-c2ccc(OC)cc2)csc1/N=C/C1C(=O)CCCC1=O | . | -1 | -2 | -5 | . | . | -19
CC(=O)NC(c1ccccc1)c1nc(-c2cc3ccccc3o2)cs1 (stereo not given) | 1 | 4 | . | 8 | 11 | 11 | -5
COCC(=O)Nc1ccc2c(c1)OC[C@H](C)N(C(C)=O)C[C@H](C)[C@@H](OC)CN(C)C2=O | -1 | -4 | -1 | 16 | . | . | 13
C/C(=C\C(=O)c1ccc(Cl)cc1)NCc1ccc2c(c1)OCO2 | . | . | . | . | 15 | -6 | 2
C[C@H]1CN([C@@H](C)CO)C(=O)Cc2cc(NS(=O)(=O)c3ccc(F)cc3)ccc2O[C@H]1CN(C)S(=O)(=O)c1ccccc1 | 0 | . | -2 | -1 | 34 | -2 | 2
O=C(CCl)Nc1ncc(S(=O)(=O)c2ccc([N+](=O)[O-])cc2)s1 | 8 | 5 | -3 | -4 | 6 | -3 | -6
C[C@@H]1CN([C@@H](C)CO)C(=O)c2c(c3ccccc3n2C)-c2ccccc2CO[C@@H]1CN(C)S(=O)(=O)c1ccccc1C#N | 0 | 2 | 4 | 10 | 19 | 3 | -6
CC1CN(S(=O)(=O)c2ccc(CN3C(=O)c4cccnc4C3=O)cc2)c2ccccc2O1 (stereo not given) | -2 | 4 | 0 | 16 | 4 | -6 | 15
CC1CC(NS(=O)(=O)c2cccs2)CC(C)(C)C1 (stereo not given) | 0 | . | 0 | 3 | 64 | -7 | 6
Cc1cccc(C)c1OC(=O)CCN1C(=O)C2C3C=CC(C4CC34)C2C1=O (stereo not given) | 1 | -4 | -4 | 5 | . | . | -5
Cc1cc(C)nc(NC(=O)CSc2nn(C)c(=S)s2)n1 | . | 13 | . | . | 8 | -3 | .
COC(=O)C1=C(C)N=C2SC(C)C(=O)N2C1c1cccc(F)c1 (stereo not given) | . | -6 | . | . | -7 | -8 | .
O=C(Nc1ccc(F)cc1)N1C[C@@H]2[C@H](c3ccccc31)[C@@H](CO)N2Cc1ccccc1Cl | -2 | 6 | 0 | 3 | -65 | 0 | 1
Cc1noc(C)c1S(=O)(=O)Nc1cccc2c1O[C@@H](CN(C)S(C)(=O)=O)[C@@H](C)CN([C@H](C)CO)C2=O | -1 | . | -4 | -11 | ? | -6 | 1
CC(=O)Nc1ccc(S(=O)(=O)NNC(=O)c2sc(=S)n(C)c2C)cc1 | 0 | -4 | 0 | -5 | 8 | -1 | 18
COc1ccc(/C=N/NC(=O)c2cc(O)c(O)c(O)c2)cc1Cn1cc([N+](=O)[O-])cn1 | 62* | 6 | 3 | 0 | . | . | -30
COc1ccc(C2CCCN2C(=S)Nc2ccc(C)cc2C)cc1OC (stereo not given) | -2 | 1 | -1 | 0 | -7 | -1 | 6
COc1ccc(C(=O)NCC(=O)OCC(=O)NC(=O)c2ccc(C(C)(C)C)cc2)cc1OC | 12 | 10 | 0 | -12 | -6 | 7 | -4
CC1CCN(c2ccc3c(c2)S(=O)(=O)c2cccc(C(=O)NC4CCCCC4)c2C3=O)CC1 | -10 | 0 | . | 2 | 16 | 22 | -18
COc1cccc(NC(=O)NCc2ccccc2F)c1 | 2 | -34 | 0 | 6 | . | . | -18
